# Assay outcomes: PubChem BioAssay, several laboratories
# Hsp70 act: Hsp70 transcriptional activation, primary screen; HeLa Hsp70 promoter luciferase reporter, luminescence; scaled: vehicle 0, proteasome-inhibitor control 100%; activation, % at 10 µM; 0.04% of 200,000 active;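 active means activation above the mean across all tested compounds plus 3 SD, cutoff set per campaign, cut at about 5.5% in these data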;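 further: 100% = MG132 at 30 µM as the positive control and 0% = DMSO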
# S1P3 antagonist: blocks the human S1P3 receptor. Q99500. CHO S1P3 NFAT-BLA reporter, FRET fluorescence, antagonist mode. inhibition, % at 4.98 µM. 0.27% of 170,000 active;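 active means inhibition above the plate cutoff, the mean inhibition of test wells on that plate plus 3 SD, cut at about 28% in these data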;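 further: cells challenged with S1P at its EC80 of 0.8 µM; blue over green emission ratio from cleaved BLA substrate after 4 h stimulation; 0% = S1P-stimulated wells and 100% = unstimulated DMSO-only wells; some compounds past the cut are filed as inactive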
# Target sequence (Q99500 whole entry, looked up): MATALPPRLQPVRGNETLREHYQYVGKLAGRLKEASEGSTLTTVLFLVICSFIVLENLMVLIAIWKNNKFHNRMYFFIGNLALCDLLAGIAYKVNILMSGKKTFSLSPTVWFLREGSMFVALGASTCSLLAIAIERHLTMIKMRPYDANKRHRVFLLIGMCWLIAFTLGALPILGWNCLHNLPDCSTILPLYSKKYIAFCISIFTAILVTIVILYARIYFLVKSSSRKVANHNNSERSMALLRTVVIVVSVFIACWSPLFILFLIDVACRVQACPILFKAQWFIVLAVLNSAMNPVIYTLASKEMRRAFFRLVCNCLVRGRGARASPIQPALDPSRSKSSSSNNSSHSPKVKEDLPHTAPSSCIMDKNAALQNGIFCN
# Redox H2O2 prof: compounds producing H2O2 with reducing agent – biochemical, NIH compound library profiling, artefact control for MLSCN library redox annotation, primary screen | DTT-dependent redox cycling H2O2, phenol red/HRP absorbance; 100% = 100 µM peroxide control, 0% = buffer | activation, % at 10 µM | 0.03% of 200,000 active;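 active means activation of at least 50% relative to the plate's high and low controls in the primary single-dose screen; inactive means activation below 50%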;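 further: compound incubated with DTT at 0.8 mM final as the reducing agent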
# Lmaj promast: reduces viability of Leishmania major promastigotes. resazurin fluorescence viability. inhibition, % at 10 µM. 9% of 200,000 active; in the data active means inhibition above about 50%;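 further: promastigotes grown with compound for 44 hours at 28 °C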
# * hit, by the source's call; . = not tested or not shown.
(1) O=C(COC(=O)C1CC2C=CC1C2)Nc1cccc(S(=O)(=O)N2CCOCC2)c1 (stereo unspecified)
(2) CC(C)/C=N/Nc1nc2c(c(=O)n(C)c(=O)n2C)n1C
(3) COc1cc2cc(C(=O)N3CCN(Cc4ccc5c(c4)OCO5)CC3)c(=O)oc2cc1OC
(4) O=C(NCCCc1ccccc1)C1CCC(CNc2c(N3CCCCC3)c(=O)c2=O)CC1 (stereo unspecified)
(5) CCN(CC)C(=O)CSc1nnc([C@@H](N)C(C)C)o1
(6) CCOc1ccc(-n2cnc3sc4c(c3c2=O)CCCC4)cc1
(7) C/C(=N\N1CCN(c2ccccc2)CC1)c1cccs1
(8) O=C(O)Cc1csc(NC(=O)CSc2nnnn2-c2ccc(O)cc2)n1
(9) CC(=O)O/N=C(\N)c1cnn2c(C(F)(F)F)cc(C(F)(F)F)nc12
(10) CCOc1ccc(CCNC(=O)c2cc(C)nn2-c2ccccc2)cc1

Assay by compound	1	2	3	4	5	6	7	8	9	10
Hsp70 act	.	.	.	.	.	.	.	.	.	.
S1P3 antagonist	-9	-8	-19	-8	9	-4	1	3	-1	13
Redox H2O2 prof	.	.	.	.	.	.	.	.	.	.
Lmaj promast	.	.	.	.	.	.	.	.	.	.

(11) CCc1ccc(/C=C2/SC(N3CCOCC3)=NC2=O)cc1
(12) O=C(Nc1ccccc1)N1CCCN(c2nccc(C(F)(F)F)n2)CC1
(13) CC(=O)C1C(c2ccc(F)cc2)c2c(noc2C)CC1(C)O (stereo unspecified)
(14) C=CCSc1nc2c(c(=O)[nH]1)C(c1ccccc1)C(C#N)=C(N)O2 (stereo unspecified)
(15) CC1CCC(NC(=O)C2CCC(CNc3c(N4CCCCC4)c(=O)c3=O)CC2)CC1 (stereo unspecified)
(16) CC(c1ccon1)N(C)Cc1cn(C)nc1-c1ccc2c(c1)OCCO2 (stereo unspecified)
(17) O=C(COC(=O)c1ccc(O)cc1)Nc1cccc(S(=O)(=O)N2CCCCC2)c1
(18) Cc1cc(C)n(C(=O)COc2ccccc2[N+](=O)[O-])n1
(19) NNC(=O)CSc1nc(-c2ccccc2)cn1-c1ccccc1
(20) O=c1ccnc(Nc2ccc(Cl)cc2)[nH]1

Assay by compound	11	12	13	14	15	16	17	18	19	20
Hsp70 act	.	.	.	.	.	.	.	.	.	.
S1P3 antagonist	-9	16	-6	12	-2	-10	4	-1	-6	0
Redox H2O2 prof	.	.	.	.	.	.	.	.	.	.
Lmaj promast	.	.	.	.	.	.	.	.	.	.

(21) COc1ccc(N(CC(=O)N/N=C(\C)CCc2ccccc2)S(=O)(=O)c2ccc(C)cc2)cc1
(22) COc1ccc(Oc2ccc(C(F)(F)F)cc2NC(=O)c2ccc(C)cc2)cc1
(23) Cc1cc(C)c(C)c(S(=O)(=O)N2CCN(C(=O)CCC(=O)N3CCOCC3)CC2)c1C
(24) CCOc1ccc(/C=N/NC(=O)Cn2ccnc2C)cc1
(25) COC(=O)c1cc(N=Nc2c(C)[nH]c3ccccc23)cc(C(=O)OC)c1
(26) CC(C)(C)C(=O)NC(=O)Nc1ccccc1C(F)(F)F
(27) Cc1nc2c(C)cccc2c2c1COC2
(28) O=C1C(Nc2ccccc2)=CC(c2ccc(O)cc2)N1c1ccccc1 (stereo unspecified)
(29) CCCS(=O)(=O)NCCc1csc(-c2ccc(OC)c(OC)c2)n1
(30) c1ccc(Oc2nc(-c3ccccn3)nc3ccccc23)cc1

Assay by compound	21	22	23	24	25	26	27	28	29	30
Hsp70 act	.	.	.	.	.	.	.	.	.	.
S1P3 antagonist	-6	17	31*	-9	-10	-13	3	1	11	-11
Redox H2O2 prof	.	.	.	.	.	.	.	.	.	.
Lmaj promast	.	.	.	.	.	.	.	.	.	.

# 7 records picked at random from those above:
(16) CC(c1ccon1)N(C)Cc1cn(C)nc1-c1ccc2c(c1)OCCO2 (stereo unspecified)
(6) CCOc1ccc(-n2cnc3sc4c(c3c2=O)CCCC4)cc1
(21) COc1ccc(N(CC(=O)N/N=C(\C)CCc2ccccc2)S(=O)(=O)c2ccc(C)cc2)cc1
(14) C=CCSc1nc2c(c(=O)[nH]1)C(c1ccccc1)C(C#N)=C(N)O2 (stereo unspecified)
(1) O=C(COC(=O)C1CC2C=CC1C2)Nc1cccc(S(=O)(=O)N2CCOCC2)c1 (stereo unspecified)
(10) CCOc1ccc(CCNC(=O)c2cc(C)nn2-c2ccccc2)cc1
(11) CCc1ccc(/C=C2/SC(N3CCOCC3)=NC2=O)cc1

Assay by compound	16	6	21	14	1	10	11
Hsp70 act	.	.	.	.	.	.	.
S1P3 antagonist	-10	-4	-6	12	-9	13	-9
Redox H2O2 prof	.	.	.	.	.	.	.
Lmaj promast	.	.	.	.	.	.	.

# More entries
(31) CC1(C)Cc2c(sc(NC(=O)COc3cccc4ccccc34)c2C#N)C(C)(C)N1
(32) O=C1c2ccccc2C(O)(c2ccccc2)N1c1ccncc1 (stereo unspecified)
(33) O=S(=O)(c1ccc(NC(=S)NCc2ccco2)cc1)N1CCCCC1
(34) CCN1CCN(C(=O)NCc2ccccc2)CC1
(35) NC(=O)NC(=O)COC(=O)c1cccc(S(=O)(=O)N2CCCCCC2)c1
(36) CC(=O)N=C1SC2CS(=O)(=O)CC2N1Cc1ccc(C)cc1 (stereo unspecified)
(37) Cc1ccc2c(C(=O)CN3CCN(C(=O)c4ccco4)CC3)c(C)[nH]c2c1
(38) CCCn1c(SCC(=O)Nc2ccccc2Cl)n[nH]c1=O
(39) O=C(OCC(=O)N1CCc2ccccc2C1)c1cc(=O)[nH]c2ccccc12
(40) CC(CO)(CO)NC(=O)c1ccc(=O)[nH]n1

Assay by compound	31	32	33	34	35	36	37	38	39	40
Hsp70 act	.	.	.	.	.	.	.	.	.	.
S1P3 antagonist	-21	-1	-3	-19	20	-12	-3	-4	-18	-3
Redox H2O2 prof	.	.	.	.	.	.	.	.	.	.
Lmaj promast	.	.	.	.	.	.	.	.	.	.

(41) O=C(O)CCC(=O)NN1C(=O)c2ccccc2NC1c1ccco1 (stereo unspecified)
(42) O=[N+]([O-])/C(C=Nc1ccccc1O)=C\Nc1ccccc1O
(43) COC(=O)c1ccc2c(=O)n(CCN3CCOCC3)c(SCC(=O)c3ccccc3)nc2c1
(44) CC(C)(C)NC(=O)NCc1ccco1
(45) Cc1ccc(-c2ccc(/C=C(\C#N)C(N)=S)n2C)cc1
(46) CN(C)c1ccc(-n2cccc2)cc1
(47) CSc1sc(C(=O)NCC2CC2)c(-c2cccs2)c1C#N
(48) COc1cccc(/C=N/NC(=O)NC2CCCCC2)c1O
(49) Cc1ccc2oc(/N=C(\N)NC(=O)C3CC3)nc2c1
(50) CNC(=O)Nc1cc(C(F)(F)F)cc(C(F)(F)F)c1

Assay by compound	41	42	43	44	45	46	47	48	49	50
Hsp70 act	.	.	.	.	.	.	.	.	.	.
S1P3 antagonist	-2	-23	-5	-2	4	-1	-9	-2	8	-1
Redox H2O2 prof	.	.	.	.	.	.	.	.	.	.
Lmaj promast	.	.	.	.	.	.	.	.	.	.

# Structures listed so far marked active in S1P3 antagonist:
no. | compound | Hsp70 act | S1P3 antagonist | Redox H2O2 prof
23 | Cc1cc(C)c(C)c(S(=O)(=O)N2CCN(C(=O)CCC(=O)N3CCOCC3)CC2)c1C | . | 31* | .

# New compounds follow.
(51) CN1CCN(S(=O)(=O)c2ccc(Oc3ccc(F)cc3Br)nc2)CC1
(52) Cc1ccc(N(CN2C(=O)C3C4CCC(C4)C3C2=O)C(=O)c2ccco2)cc1 (stereo unspecified)
(53) OC(C#CCN1CCCCCC1)(c1ccccc1)c1cccnc1 (stereo unspecified)
(54) Cn1c(=O)oc2cc(S(=O)(=O)NCc3ccc(C(=O)O)cc3)ccc21
(55) Cn1cc(-c2cc(C(=O)O)on2)cn1
(56) CC1CCc2c(sc3ncnc(NCCN4CCOCC4)c23)C1 (stereo unspecified)
(57) O=C(CSC1=NNC(c2ccccn2)S1)Nc1ccccc1 (stereo unspecified)
(58) Cc1ccc(NC(=O)c2ccc(CSc3ccccn3)cc2)c(O)c1
(59) CN(C)CCCNS(=O)(=O)c1cc(Cl)c(Cl)cc1Cl
(60) NC(=NC(=O)c1ccc(OCC(F)(F)F)nc1)c1ccc(Cl)cc1

Assay by compound	51	52	53	54	55	56	57	58	59	60
Hsp70 act	.	.	.	.	.	.	.	.	.	.
S1P3 antagonist	0	-21	-12	-8	-14	-13	-5	-4	3	2
Redox H2O2 prof	.	.	.	.	.	.	.	.	.	.
Lmaj promast	.	.	.	.	.	.	.	.	.	.

(61) O=C1CCCCc2sc(Br)c([N+](=O)[O-])c2N1
(62) Cc1cc(C)c(C(=O)CSc2nnc(N)s2)cc1C
(63) CC(C)c1cc(C(F)(F)F)n2nc(C(=O)Nc3ccc(-n4cnnn4)cc3)cc2n1
(64) COc1ccc(S(=O)(=O)N2CCC[C@H]2C(=O)NCc2ccc(Cl)cc2)cc1
(65) CSc1nc(-c2ccco2)nn1C(=O)c1ccccc1Cl
(66) CCOc1cc(/C=N/NC(=O)CCn2nc(C)cc2C)ccc1O
(67) Cc1nn2c(NCCCn3ccnc3)cc(C(C)C)nc2c1-c1ccccc1
(68) Nc1ncnc(Nc2ccc(S(N)(=O)=O)cc2)n1
(69) O=C1C=CC(=O)N1c1ccc(Sc2ccc([N+](=O)[O-])cc2)cc1
(70) COc1ccc(NC(=O)C(Cc2ccccc2)n2cccc2)cc1 (stereo unspecified)

Assay by compound	61	62	63	64	65	66	67	68	69	70
Hsp70 act	.	.	.	.	.	.	.	.	.	.
S1P3 antagonist	1	-8	1	-33	6	-9	0	8	2	0
Redox H2O2 prof	.	.	.	.	.	.	.	.	.	.
Lmaj promast	.	.	.	.	.	.	.	.	.	.

(71) O=C(O)CCn1nnc2ccccc21
(72) Brc1ccc2c(c1)[C@H]1OCC[C@H]1[C@@H](c1cccs1)N2
(73) N#C/C(=C\c1c(Cl)cccc1Cl)c1nn(-c2ccccc2)c(-n2cccc2)c1C#N
(74) Clc1ccc(-[n+]2c(-c3cccc(Br)c3)[nH]c3nc4ccccc4nc32)cc1
(75) C/C(=N\n1c(C)nc2ccccc2c1=O)c1ccc(C)o1
(76) O=C(COc1ccccc1N1C(=O)C2C3C=CC(C3)C2C1=O)c1ccccc1 (stereo unspecified)
(77) O=C1N/C(=N/N=C/c2ccc(F)cc2)SC1c1ccccc1 (stereo unspecified)
(78) CCN(CC)C1=C(Cl)C(=O)C(Cl)C12OCCO2 (stereo unspecified)
(79) O=C(Nc1ccc(F)cc1)NC1CCN(Cc2c(F)cccc2Cl)CC1
(80) CNC(=S)Nc1ccc(Cc2ccncc2)cc1

Assay by compound	71	72	73	74	75	76	77	78	79	80
Hsp70 act	.	.	.	.	.	.	.	.	.	.
S1P3 antagonist	-6	9	9	-9	-6	-10	-3	-9	-4	-8
Redox H2O2 prof	.	.	.	.	.	.	.	.	.	.
Lmaj promast	.	.	.	.	.	.	.	.	.	.

(81) CC(=O)Nc1ccc(S(=O)(=O)N2CCN(c3cc(C(F)(F)F)ccn3)CC2)cc1
(82) O=C(CN1CCOCC1)Nc1scc2c1c(=O)oc1ccccc12
(83) CNc1nc(=S)[nH]c2ccccc12
(84) COc1cccc(OCC(=O)Nc2c(C(=O)Nc3ccc(OC)cc3OC)oc3ccccc23)c1
(85) Cc1nc(-c2cc(C#N)c(=O)[nH]c2C)cs1
(86) O=c1[nH]c2ccccc2n1Cc1ccc(F)cc1
(87) N#CCCC(CCC#N)C1=NCCc2ccccc21
(88) Cc1cc(=O)oc2cc(Oc3ccc([N+](=O)[O-])cc3C(F)(F)F)ccc12
(89) O=C(O)c1cn(C2CC2)c2cc(N3CCOCC3)c(F)cc2c1=O
(90) COC(=O)CNC(=O)c1ccccc1[N+](=O)[O-]

Assay by compound	81	82	83	84	85	86	87	88	89	90
Hsp70 act	.	.	.	.	.	.	.	-0.2	-0.3	-0.3
S1P3 antagonist	7	-3	1	-25	-9	-2	-6	.	.	.
Redox H2O2 prof	.	.	.	.	.	.	.	-4.2	0.6	0.9
Lmaj promast	.	.	.	.	.	.	.	-4	-1	-1

(91) CC(C)(NC(=O)N1CCOCC1)c1cccc(C(C)(C)NC(=O)N2CCOCC2)c1
(92) CC(=O)Nc1ccc(S(=O)(=O)NC(C(=O)O)C(C)C)cc1 (stereo unspecified)
(93) CC(=O)c1cc(C#N)c(Oc2ccccc2)nc1C
(94) CCN1C(=O)/C(=C2/Sc3ccc(OC)cc3N2C)SC1=Nc1ccc(C(C)=O)cc1
(95) Cc1ccc(OCC(=O)O/N=C(\N)Cc2cccs2)cc1C
(96) COc1ccc(OC)c(NC(=S)NCCC(c2ccccc2)c2ccccc2)c1

Assay by compound	91	92	93	94	95	96
Hsp70 act	0.2	-0.2	0.4	-0.4	-0.3	0.0
S1P3 antagonist	.	.	.	.	.	.
Redox H2O2 prof	1.5	-0.7	1.4	2.4	1.5	-3.1
Lmaj promast	-3	-3	-1	-2	-7	44

# This is a subset (hit frequency here may not be typical).
